High-throughput results from PubChem.
Lipid storage S3: qHTS Assay for Lipid Storage Modulators in Drosophila S3 Cells; Potency in µM for hits, for the others lipid storage change, negative = inhibition, % at the top dose, mostly 46.1 µM; Drosophila S3 cells, BODIPY lipid droplet fluorescence, 18-24 h; cells fed with added oleic acid; 0.64% of 320,000 active; active = well fitted inhibition curve with a large enough effect in the signal ratio, with a control signal flat, not every such curve was filed as active; inconclusive = small, poorly fitted or top-dose-only effect, or effect the other way, or a change in a side signal; the % refers to the signal ratio
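Laser-scanning cytometry quantifies lipid droplet accumulation (500–530 nm total intensity; droplet/cell object ratio) in oleic acid-fed (400 uM added) Drosophila S3 cells treated with a concentration series. 20 uM Triacsin C defined 100% inhibition.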
Lipid storage S3 cell count max: further read-out of Lipid storage S3, marked with its call; cell number change, %; measured here: cell count max response;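 cells counted by Cell Tracker Red CMTPX staining in the red channel; peak over a dose series mostly up to 46.1 µM; percent activity relative to internal control wells on each plate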
* hit, by the source's call; i = inactive; u = inconclusive; x = no result given. % is set by controls: 0 for no effect and ±100 for the full control effect; potency is the fitted concentration of half-maximal effect. This is a subset, so the mix of outcomes need not match the whole.

Lipid storage S3	Lipid storage S3 cell count max	Molecule
u	x	COc1ccc(NS(=O)(=O)c2ccc3[nH]c(=O)[nH]c3c2)cc1
u	x	O=[N+]([O-])c1ccccc1S(=O)(=O)Nc1ccc(-c2ccc(N3CCCC3)nn2)cc1
i	15.1	COc1cc(CO)ccc1OCC(=O)Nc1cccc2ccccc12
u	x	O=C(c1ccc2ccccc2n1)N1CCN(c2ccccc2O)CC1
u	x	COc1ccc(N2CCN(C(=O)COC(=O)c3oc4ccc(OC)cc4c3C)CC2)cc1
u	x	O=C(Cc1cccs1)N/N=C/c1ccc(OCc2ccccc2)cc1
-0.9%	16.8	CCN(CC)c1ccc(/C=N/NC(=O)c2ccoc2C)cc1
-4.1%	-0.4	O=C(CO)N/N=C/c1ccccc1F
u	x	CC(NC(=O)c1cc(F)c(F)cc1Cl)C1CC2CCC1C2 (centres undefined)
-19.8%	-11.6	Cc1ccc(-c2cnc(NC(=O)CCC(=O)N3CCCCC3)n2C)cc1
u	x	CCCOC(=O)/C=C/c1c(C)[nH]c(=O)[nH]c1=O
-6.6%	1.2	O=C(Oc1nsnc1N1CCCCC1)N1CCOCC1
u	x	Cc1cc(C)n(C(=O)CSc2ccc(Cl)cc2)n1
u	x	COc1cc(/C=C/C(=O)Nc2ccncc2)cc(OC)c1OC
u	x	CCCCNC(=O)c1cc2cccc([N+](=O)[O-])c2[nH]1

Six entries picked at random from the list so far:
Lipid storage S3	Lipid storage S3 cell count max	Molecule
-4.1%	-0.4	O=C(CO)N/N=C/c1ccccc1F
u	x	COc1cc(/C=C/C(=O)Nc2ccncc2)cc(OC)c1OC
u	x	COc1ccc(N2CCN(C(=O)COC(=O)c3oc4ccc(OC)cc4c3C)CC2)cc1
-6.6%	1.2	O=C(Oc1nsnc1N1CCCCC1)N1CCOCC1
i	15.1	COc1cc(CO)ccc1OCC(=O)Nc1cccc2ccccc12
-19.8%	-11.6	Cc1ccc(-c2cnc(NC(=O)CCC(=O)N3CCCCC3)n2C)cc1

Continued:
Lipid storage S3	Lipid storage S3 cell count max	Molecule
u	x	Cc1cccc(Nc2nc(N)nc(CN3CCN(Cc4ccc5c(c4)OCO5)CC3)n2)c1
u	x	Cc1cc(OCC(=O)NCCCN2CCOCC2)c2c(C)cc(=O)oc2c1
7.3%	1.6	CCCc1[nH]nc2c1C(CCc1ccccc1)C(C#N)=C(N)O2 (centres undefined)
14.3%	-5.7	Cn1cc(Cl)c(/C=C(\C#N)S(=O)(=O)c2ccccc2)n1
-1.3%	16.2	CCCn1nnc(NC(=O)c2ccc3ccccc3c2)n1
u	x	CCOC(=O)c1cnc2c(N=Nc3ccccc3)c(N)nn2c1N
9.5%	-0.1	O=C1NC(c2ccccc2)=C(c2ccc3ccccc3n2)C(c2ccccc2)N1 (centres undefined)
i	16.2	O=C(NCCc1ccccc1)c1coc(=O)c(Br)c1
u	x	O=C(N/N=C/c1cccnc1)c1cc(-c2ccccc2OCc2ccccc2)n[nH]1
-6.4%	7.8	Cc1sc2ncn(CC(=O)NCc3ccco3)c(=O)c2c1-c1ccccc1
u	x	O=C1C(Cl)=C(Nc2ccc(O)cc2)C(=O)c2ccccc21
u	x	Cc1cccc(C)c1OCCOC(=O)c1cccc(S(=O)(=O)N2CCOCC2)c1
u	x	O=C1Cc2cc(S(=O)(=O)N3CCN(c4cccc(Cl)c4)CC3)ccc2N1
u	x	O=C(CNC(=O)c1ccccc1)NCCc1ccc(O)c(O)c1
u	x	COc1ccc(-n2nc(C(=O)NCC(=O)NC3CCCC(C)C3C)c3ccccc3c2=O)c(OC)c1 (centres undefined)
6.7%	-0.2	COc1ccccc1/C=C1\Cc2ccccc2C1=O
3.3%	-7.7	CCS(=O)(=O)Nc1cc2c3c(c1)CCN3C(=O)CC2
i	x	O=C(NCCc1cn2ccsc2n1)C1CCCCC1
5.1%	1.0	O=C(Nc1ccc(C(=O)N2CCOCC2)cc1)c1cccc([N+](=O)[O-])c1
u	x	O=C(NCc1ccccc1CN1CCCC1)C1CCN(S(=O)(=O)c2ccc(Cl)cc2)CC1
i	17.5	C/C(=N\NS(C)(=O)=O)c1ccccc1
u	x	COc1ccc(OC)c(Nc2nc(NCCO)c3ccccc3n2)c1
u	x	CCOCc1cc(CN2CCC(n3nccc3NC(=O)C3CC3)CC2)ccc1OC
-2.2%	-1.8	Cc1ccc(-c2nnc(SCC(=O)CC(=O)Nc3ccccc3)n2C)cc1
u	x	CN1C(=O)/C(=C/c2ccc3c(c2)OCO3)N=C1c1ccccc1
u	x	CC(=O)c1ccc(NS(=O)(=O)c2ccc3c(c2)N(C(C)=O)CCO3)cc1
15.2%	1.5	CCN(CC)S(=O)(=O)c1cccc(-c2nnc(SCC(N)=O)n2N)c1
u	x	COc1ccc(N2C(=O)CCC(C(=O)NCCN3CCOCC3)C2c2ccc(OC)c(OC)c2)cc1 (centres undefined)
u	x	O=C(CCCn1c(SCC(=O)c2ccc(F)cc2)nc2ccccc2c1=O)NCc1ccco1
-25.6%	-6.8	O=C(NCCCN1CCCCCC1)C1CC(=O)N(C2CCCC2)C1 (centres undefined)
i	9.7	COc1ccc(Nc2cc(C(=O)NCCCN3CCN(C)CC3)c3ccccc3n2)c(OC)c1
u	x	CCSc1nc(-c2ccc(OC)cc2)cc(-c2ccc(OC)cc2)c1C#N
-0.2%	-16.9	CCOC(=O)CCC(=O)Nc1ccc(S(=O)(=O)N2CCC(C)CC2)cc1
9.7%	13.6	COC(=O)c1sc(C(C)(C)C)cc1CS(=O)(=O)c1ccc(Cl)cc1
u	x	Cc1cc([N+](=O)[O-])nn1CCCC(=O)Nc1c(C)n(C)n(-c2ccccc2)c1=O
u	x	O=[N+]([O-])c1cccc(S(=O)(=O)N2CCN(S(=O)(=O)N3CCOCC3)CC2)c1
-6.9%	-12.1	COC(=O)CCNCCSc1nnc(-c2ccco2)n1Cc1ccccc1
u	x	Cc1ccccc1Nc1nc(N)nc(CN2CCN(c3ccccn3)CC2)n1
i	-8.0	COc1cc(Cn2c(=O)c3c(OC)c(C)cnc3n(C)c2=O)cc(OC)c1
u	x	O=C(COc1ncnc2scc(-c3ccccc3)c12)NCCN1C(=O)CSC1=O
u	x	COc1ccc(NC(=O)CSc2cn[nH]n2)cc1OC
13.4%	12.8	C#CCOCCOCCOCCNc1nc(N2CCN(C(=O)[C@H]([C@@H](C)CC)n3cc([C@@H](N)Cc4ccc(O)cc4)nn3)CC2)nc(N2CCN(C(=O)[C@H](Cc3ccc(O)cc3)n3cc([C@@H](N)C(C)CC)nn3)CC2)n1 (some centres undefined)
i	x	Cc1ccc(-c2nnn(CC(=O)NCc3ccccc3)n2)c(-n2cnnn2)c1
-7.0%	5.2	Cc1ccc(-c2c(C(=O)Nc3ccccc3C)c(C)[nH]c(=S)c2C#N)o1
u	x	CC1(C)CC(=O)C2=C(C1)N(c1cccc(Cl)c1)C(=O)NC2(C(F)(F)F)C(F)(F)F
21.2%	x	COc1ccc(CC(=O)NCc2ccccc2)cc1S(=O)(=O)N1CCOCC1
u	x	CC(=O)c1cccc(S(=O)(=O)N2CCCC(c3nc4c(nnn4Cc4ccccc4Cl)c(=O)[nH]3)C2)c1 (centres undefined)
i	x	Cc1cccc(C(=O)OCC(=O)N(CC(C)C)c2c(N)n(Cc3ccccc3)c(=O)[nH]c2=O)c1O
-1.9%	10.6	COc1ccc(/C=C\c2nc(O)c([N+](=O)[O-])c(=O)[nH]2)cc1O
-6.3%	21.3	CC(NC(=O)C1CCN(S(=O)(=O)c2cnc[nH]2)CC1)c1ccccc1 (centres undefined)
u	x	O=C(O)COCC(=O)Nc1ccc(OCCc2ccccc2)cc1
-3.4%	-8.0	COC(=O)c1cc(C(=O)OCC(=O)NCc2cccs2)cc([N+](=O)[O-])c1
1.3%	-1.1	O=C(CSc1nnc(CNC(=O)c2ccccc2)o1)Nc1ccc2c(c1)OCO2
27.9%	2.6	CCCc1ncc(C(O)c2cccc3ccccc23)n1C (centres undefined)
u	x	CC(C)Cc1ccc(C(C)C(=O)Nc2ncccn2)cc1 (centres undefined)
i	22.0	CC(=O)Nc1cccc(NC(=O)c2c(-c3ccccc3)noc2C)c1
-0.4%	x	CC(C)c1ccc(NC(=O)c2sccc2-n2cccc2)cc1
u	x	O=C(COC(=O)Cc1ccc(F)cc1)NC1CCCCC1
u	x	O=C(CCc1ccc(S(=O)(=O)NCc2ccccc2)cc1)NCc1cccnc1
u	x	CCCNc1c(N)n(-c2ccccc2)c(=O)[nH]c1=O

(more compounds)
Lipid storage S3	Lipid storage S3 cell count max	Molecule
u	x	CNC(=S)NNC(=O)c1ccccc1F
u	x	CN(C)S(=O)(=O)c1cccc(NC(=O)CCCSc2ccccc2)c1
u	x	O=C1NCCN1Cc1ccccc1
i	x	Cc1cccc(-n2nc3c(c2NC(=O)c2ccc(Br)o2)CSC3)c1
8.0%	10.0	COc1ccc2oc(=O)c(-c3nnc(N)s3)cc2c1
u	x	O=C(CNC(=O)c1ccccc1)OCCCOC(=O)CNC(=O)c1ccccc1
-6.7%	-8.0	O=C(CSc1nc2ccccc2[nH]1)Nc1c(F)c(F)c(F)c(F)c1F
u	16.0	Cc1ccccc1C(OCCN(C)C)c1ccccc1 (centres undefined)
u	x	Cc1nn(-c2ccc(C(=O)N3CCN(S(=O)(=O)c4ccccc4C(F)(F)F)CC3)cc2)c(C)c1Cl
u	x	Cc1cccc2sc(N(CCCN(C)C)C(=O)c3ccc4ncsc4c3)nc12
u	x	COC(=O)COc1ccc(NS(=O)(=O)c2cccc([N+](=O)[O-])c2)cc1
u	x	O=C(NC(=S)NCc1nc2ccccc2[nH]1)c1ccc(F)cc1
u	x	CCCCSc1nnc2c(n1)[nH]c1ccccc12
u	x	CN(CC(=O)Nc1ccc(F)c(F)c1F)C(=O)CC1OC(=O)c2ccccc21 (centres undefined)
11.7%	16.6	CC1(C)Cc2cccc(OCC(=O)OCC(=O)Nc3ccc(C(N)=O)cc3)c2O1

Sorted by count of non-hydrogen atoms (falling): some entries from above.
Lipid storage S3	Lipid storage S3 cell count max	Molecule
u	x	COC(=O)COc1ccc(NS(=O)(=O)c2cccc([N+](=O)[O-])c2)cc1
u	x	CNC(=S)NNC(=O)c1ccccc1F
u	x	O=C1NCCN1Cc1ccccc1

Further compounds
Lipid storage S3	Lipid storage S3 cell count max	Molecule
i	25.5	O=C(NCc1ccco1)c1ccc(Cn2cc([N+](=O)[O-])cn2)o1
0.4%	7.3	Cn1nc(C(C)(C)C)cc1C(=O)NNC(=O)c1ccccc1Cl
13.6%	-7.1	CCOc1ccc(C2C(C#N)=C(N)N3C(=C2C#N)Sc2ccccc23)cc1 (centres undefined)
u	x	CCOC(=O)N1CCN(S(=O)(=O)c2c(C)nc3sccn3c2=O)CC1
u	x	O=C(Nc1ncccc1O)c1ccc(NS(=O)(=O)c2ccc3[nH]c(=O)[nH]c3c2)cc1
u	x	COc1ccc(S(=O)(=O)CCc2nnc(NC(C)=O)s2)cc1
u	x	C=CCN(CC=C)CCOc1cc(C)ccc1[N+](=O)[O-]
-12.0%	13.6	CCC(C)[C@H](NC(=O)N1CC(=O)Nc2ccccc21)C(=O)Nc1ccccc1C (some centres undefined)
-13.7%	-6.4	CCCN(C(=O)C(=O)Nc1ccc2nc3n(c(=O)c2c1)CCCCC3)c1ccc(OCC)cc1
26.6%	27.0	COc1ccc(C(=O)CC(=O)C(=O)Nc2cc(Cl)c(OC)cc2OC)cc1
u	x	CC1CN/C(=C\C(=O)c2ccc(Br)cc2)C(=O)N1 (centres undefined)
u	x	Cn1cc(CNC(=O)C2c3ccccc3Oc3ccccc32)cn1
u	x	CCSc1nnc(NC(=O)NC(CC)(C(F)(F)F)C(F)(F)F)s1
u	x	Cc1cc(=O)oc2cc(OCC(=O)N3CCN(c4ccccc4)CC3)ccc12
13.3%	-10.8	COc1ccc(CN2CCN(c3cc(C)nc4c5c(C)cc(C)nc5nn34)CC2)cc1F
u	x	N#CCCN(Cc1ccncc1)C(=S)NC1CC2C=CC1C2 (centres undefined)
10.8%	11.5	COc1ccc(NS(=O)(=O)c2cccc(C(=O)N/N=C/c3cn(-c4ccccc4)nc3-c3ccccc3)c2)cc1
u	x	Cc1cccc(-n2c(O)c(C=Nc3ccc4c(c3)OCO4)c3ccccc3c2=O)n1
u	x	Cc1nnc(NC(=O)CSc2nnc(-c3ccco3)n2C(C)C)s1
-1.9%	14.3	COc1ccccc1CN1C[C@@H]2C[C@@H](c3cccc(C)c3)N3CCC[C@@]23C1=O
u	x	CCC(Oc1ccccc1)C(=O)NC1CCCCCC1 (centres undefined)
u	x	CCOc1ccccc1N(CC(=O)Nc1ccc(S(=O)(=O)N2CCOCC2)cc1)S(=O)(=O)c1ccc(Cl)cc1
u	x	CC(C)CC(=O)OC1C(N2CCOCC2)c2c(ccc(/C=C/C(=O)N3CCOCC3)c2O)OC1(C)C (centres undefined)
u	x	COc1ccc(CCc2nnc(NS(C)(=O)=O)s2)cc1
u	x	CCc1cccc(NC(=O)c2snc3c(=O)[nH]cnc23)c1

Part of the list above, with two lines to a compound.
Every second line gives: Lipid storage S3, Lipid storage S3 cell count max
CCC(Oc1ccccc1)C(=O)NC1CCCCCC1 (centres undefined)
→ u, x
CCOc1ccccc1N(CC(=O)Nc1ccc(S(=O)(=O)N2CCOCC2)cc1)S(=O)(=O)c1ccc(Cl)cc1
→ u, x
CC(C)CC(=O)OC1C(N2CCOCC2)c2c(ccc(/C=C/C(=O)N3CCOCC3)c2O)OC1(C)C (centres undefined)
→ u, x
COc1ccc(CCc2nnc(NS(C)(=O)=O)s2)cc1
→ u, x
CCc1cccc(NC(=O)c2snc3c(=O)[nH]cnc23)c1
→ u, x
